Hsp70 activator: Hsp70 transcriptional activators, primary screen, cell-based, HeLa, Hsp70 promoter luciferase, luminescence, 10 µM | 200,000 tested, 0.04% active | activation, % at 10 µM | AID 1203, 2008 | HeLa Hsp70 promoter luciferase reporter; scaled: vehicle 0, proteasome-inhibitor control 100%;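 active = activation above the mean across all tested compounds plus 3 SD, cutoff set per campaign, cut at about 5.5% in these data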;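 note: 100% = MG132 at 30 µM as the positive control and 0% = DMSO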
DTT redox prof: compounds producing H2O2 with reducing agent – biochemical, NIH compound library profiling, artefact control for MLSCN library redox annotation, primary screen; AID 878, 2007; DTT-dependent redox cycling H2O2, phenol red/HRP absorbance; 100% = 100 µM peroxide control, 0% = buffer; 200,000 tested, 0.03% active; activation, % at 10 µM;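 active = activation of at least 50% relative to the plate's high and low controls in the primary single-dose screen; inactive = activation below 50%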;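 note: compound incubated with DTT at 0.8 mM final as the reducing agent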
TLR4 MyD88 comp: inhibitors of TLR4-MyD88 association in cells, primary screen, cell-based, HeLa CL3-4, BLA complementation, FRET ratio | AID 861, 2007 | HeLa CL3-4 TLR4/MyD88 BLA complementation | inhibition, % at 8.4 µM | 200,000 tested, 0.18% active; in the data active = inhibition above about 25%;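 note: 0% = vehicle and 100% = reference inhibitor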
Target sequence (O00206 whole entry, looked up): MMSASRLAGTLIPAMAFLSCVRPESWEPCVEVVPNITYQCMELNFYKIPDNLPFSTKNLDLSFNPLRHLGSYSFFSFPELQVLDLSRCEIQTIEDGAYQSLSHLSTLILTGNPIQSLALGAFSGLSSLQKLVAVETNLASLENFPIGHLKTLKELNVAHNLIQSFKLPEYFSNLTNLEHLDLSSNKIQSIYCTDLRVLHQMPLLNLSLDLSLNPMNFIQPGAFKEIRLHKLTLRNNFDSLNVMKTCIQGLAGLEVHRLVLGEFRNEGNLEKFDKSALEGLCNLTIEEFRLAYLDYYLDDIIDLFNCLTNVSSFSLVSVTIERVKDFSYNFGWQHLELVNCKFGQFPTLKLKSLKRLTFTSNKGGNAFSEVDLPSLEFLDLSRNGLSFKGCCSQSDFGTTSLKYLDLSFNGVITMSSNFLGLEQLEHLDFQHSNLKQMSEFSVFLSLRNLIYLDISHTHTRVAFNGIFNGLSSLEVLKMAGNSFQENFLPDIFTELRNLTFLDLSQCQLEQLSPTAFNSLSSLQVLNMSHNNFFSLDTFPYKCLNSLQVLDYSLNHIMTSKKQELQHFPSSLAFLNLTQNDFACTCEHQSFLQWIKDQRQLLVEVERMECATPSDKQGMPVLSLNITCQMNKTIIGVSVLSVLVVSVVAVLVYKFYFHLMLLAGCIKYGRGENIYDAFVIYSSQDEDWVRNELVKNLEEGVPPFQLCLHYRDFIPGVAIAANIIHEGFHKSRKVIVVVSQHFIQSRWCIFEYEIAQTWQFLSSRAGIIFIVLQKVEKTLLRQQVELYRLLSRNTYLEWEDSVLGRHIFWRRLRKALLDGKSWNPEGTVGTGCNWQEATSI
Target sequence (Q99836 whole entry, looked up): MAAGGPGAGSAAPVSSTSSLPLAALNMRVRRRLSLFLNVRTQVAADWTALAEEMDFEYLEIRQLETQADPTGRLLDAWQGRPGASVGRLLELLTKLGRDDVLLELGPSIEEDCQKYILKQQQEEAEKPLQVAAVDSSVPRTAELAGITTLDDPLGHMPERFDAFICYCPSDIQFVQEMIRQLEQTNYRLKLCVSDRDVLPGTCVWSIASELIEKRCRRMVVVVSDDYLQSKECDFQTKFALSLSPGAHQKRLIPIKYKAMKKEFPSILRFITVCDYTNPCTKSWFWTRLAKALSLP
Lmaj promast: Leishmania major promastigote growth inhibition, primary screen | Leishmania major promastigotes, resazurin fluorescence viability | inhibition, % at 10 µM | 200,000 tested, 9% active;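 note: promastigotes grown with compound for 44 hours at 28 °C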
PMI act hi M6P: human PMI activators, high substrate, primary screen, biochemical, fluorescence intensity, near-saturating mannose 6-phosphate. Mannose-6-phosphate isomerase (Homo sapiens), P34949. 190,000 tested, 0.34% active. activation factor at 20 µM. coupled PMI enzyme assay, resazurin fluorescence, 20 min; hits give high values; 1 = untreated enzyme, 0 = substrate-free blank. AID 1216, 2008;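 active = activation factor of 2 or more at 20 µM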
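Technique: Diaphorase-driven resazurin-to-resorufin fluorescence, excitation 544, emission 590 nm | Assay system: Human PMI in coupled enzyme assay | Times: Enzyme reaction with compound 20 min at room temperature | Medium: HEPES-buffered pH 7.4 with magnesium and detergent | Reagent: Mannose-6-phosphate 1.0 mM (near-saturating) plus 0.22 mM NADP+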
Diaph inh CS: diaphorase inhibitors and chemical oxidizers, primary screen, counter-screen for diaphorase-coupled primary assays, biochemical, uHTS, resorufin fluorescence; diaphorase resazurin-to-resorufin fluorescence, NADH, 16 min; bacterial (C. kluyveri) enzyme, not human; inhibition, % at 20 µM; 190,000 tested, 0.69% active;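 active = primary screen inhibition at 20 µM above a set limit, cut at about 50% in these data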;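 note: plate controls were DMSO with full reaction for no effect and wells lacking NADH for full effect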
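Assay system: diaphorase enzyme from Clostridium kluyveri; Input: enzyme working solution with 0.14 U/mL diaphorase; Timing: 16 min at room temperature; Technique: resorufin fluorescence, excitation 544 nm, emission 590 nm; Benchmarks: positive control minus NADH, DMSO neutral control.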
Diaph act CS: compounds boosting diaphorase resazurin reduction – biochemical, uHTS, resorufin fluorescence, counter-screen for diaphorase-coupled primary assays, primary screen; Diaphorase/resazurin coupled assay, 16 min; hits give high values; 1 = vehicle wells, 0 = NADH-free wells; activation factor at 20 µM; 190,000 tested, 0.005% active; AID 1229, 2008;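 active = diaphorase activity raised at least twofold by the compound at 20 µM; inactive = activation factor below 2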
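Material: purified diaphorase enzyme from Clostridium kluyveri; Also added: 0.114 mM NADH and 0.1 mM resazurin, final amounts; Doses: single compound dose of 20 µM, 1% DMSO final; Times: 16 min enzyme reaction, ambient temperature; Detection: resorufin fluorescence, excitation 544 nm, emission 590 nm; Measure: increased resorufin signal from activators or reducing compounds.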
S1P3 antag: S1P3 receptor antagonists, primary screen, cell-based. Sphingosine 1-phosphate receptor 3 (Homo sapiens), Q99500. CHO S1P3 NFAT-BLA reporter, FRET fluorescence, antagonist mode. inhibition, % at 4.98 µM. 170,000 tested, 0.27% active. AID 485, 2006;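 active = inhibition above the plate cutoff, the mean inhibition of test wells on that plate plus 3 SD, cut at about 28% in these data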;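 note: cells challenged with S1P at its EC80 of 0.8 µM; blue over green emission ratio from cleaved BLA substrate after 4 h stimulation; 0% = S1P-stimulated wells and 100% = unstimulated DMSO-only wells; some compounds past the cut are filed as inactive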
G6PDH counter: L. mesenteroides G6PDH inhibitors, counter-screen for G6PDH-coupled screening assays, biochemical, Leuconostoc mesenteroides enzyme. Purified L. mesenteroides G6PDH, diaphorase/resazurin coupled fluorescence, 45 min. 200,000 tested, 0.12% active. inhibition, % at 5 µM. glucose-6-phosphate dehydrogenase [Leuconostoc mesenteroides]
RAM inhibit: inhibitors of the yeast RAM network, primary screen, dse1pr::URA3 reporter, 5-FOA selection | S. cerevisiae dse1pr::URA3 reporter, 5-FOA growth OD615, 2 d; analog-sensitive cbk1-as2 kinase mutant strain | inhibition, % at 50 µM | 190,000 tested, 1.8% active | AID 868, 2007;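 active = inhibition above a set limit, 3 SD over mean compound inhibition, cut at about 8.4% in these data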;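 note: 0% = DMSO-only wells with no growth and 100% = 10 µM 1-NA-PP1 full growth; inhibition rescues growth on 5-FOA so higher OD means more RAM inhibition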
PMI act: activators of human PMI, primary screen, biochemical, fluorescence intensity, near-Km mannose 6-phosphate; Mannose-6-phosphate isomerase (Homo sapiens), P34949; purified human PMI, coupled resazurin fluorescence, 20 min; hits give high values; 1 = vehicle control, 0 substrate-free wells; AID 1214, 2008; activation factor at 20 µM; 190,000 tested, 0.005% active;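 active = activation factor of 2 or more at 20 µM, relative to plate controls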
Starred values were filed as active, the others as inactive; . = no result given. Cut-off read from the data, not from the text of the source, unless noted: active = inhibition above about 50%; inactive = the rest. Hits appear at their usual frequency; any-hit rate near 12%.

Under each structure: Diaph inh CS, PMI act hi M6P, Hsp70 activator, Diaph act CS, Lmaj promast, DTT redox prof, RAM inhibit, TLR4 MyD88 comp, G6PDH counter, S1P3 antag, PMI act
> Cn1c2ccccc2c2cc(C(=O)OCC(=O)N3CC(=O)Nc4ccccc43)sc21
 : 24, 1.3, 0.0, 0.8, 27, -0.5, 3.9, 4, 6, -22, 1.3
> CC(=O)[C@@]1(O)CC[C@H]2[C@@H]3C[C@H](C)C4=CC(=O)C=C[C@]4(C)[C@@]3(F)[C@@H](O)C[C@@]21C
 : 0, 1, -0.3, 1, 1, 0.1, 1.7, 2, 3, -8, 1.1
> Cc1cc(C)c(C2C(C#N)=C(N)Oc3n[nH]c(C)c32)cc1CN1CCOCC1 (stereo unspecified)
 : 18, 1, -0.2, 0.8, 34, 0.0, 1.1, -8, 6, ., 0.9
> O=C1CSC(=Nc2ccccc2Cl)N1
 : 21, 0.9, 0.1, 0.8, -1, 1.6, 0.9, 13, 13, -47, 0.9
> Cc1cc(C)c(NC(=O)C(C)(C)C)c(Cl)c1
 : 5, 1.1, 0.1, 0.9, 1, -2.9, 2.9, 2, 9, -37, 1.1
> CCOc1cccc(OCCCCn2cnc3ccccc3c2=O)c1
 : -13, 1, -0.1, 1.1, 0, -0.9, 6.5, 9, 7, -13, 1
> Cc1cccc2cc(/C=C3\N=C(c4ccccc4)OC3=O)c(N3CCOCC3)nc12
 : 3, 1, -0.1, 1, -1, -1.3, 2.9, -2, 1, ., 1
> COc1ccccc1-c1nnc(SCc2nc3ccccc3[nH]2)n1C
 : 11, 1, -0.3, 0.9, 1, 1.6, 0.3, -8, -8, -36, 0.9
> O=C(O)c1cc2sccc2s1
 : 6, 1, 0.4, 0.9, -6, 2.0, -0.8, 8, 0, ., 1
> COc1ccc(CCNC(=O)C2CCN(C(=O)N(C)C)CC2)cc1OC
 : 10, 0.8, -0.3, 0.9, 0, 2.9, 0.0, 7, 14, -16, 0.8
> CCc1c(C(=O)NNC(=S)NC2CCCCC2)csc1C
 : -20, 1.2, 0.1, 1.2, 5, 0.0, 4.6, 2, -4, -15, 1.1
> O=c1cc(C(F)(F)F)[nH]c2c(C(F)(F)F)cccc12
 : 8, 1.1, -0.3, 0.9, -6, 0.3, -1.8, -6, 11, 2, 1.1
> Cc1nnc2sc(-c3csc4c3CCCC4)nn12
 : 10, 0.9, -0.5, 0.9, -1, 1.0, 7.3, -3, -35, 2, 0.8
> COc1cc2[nH]c(=O)n(CCCCCC(=O)NCCCN3CCOCC3)c(=O)c2cc1OC
 : 1, 1, -0.2, 1, -2, -0.3, 0.8, -8, 5, ., 1
> Clc1ccc(-c2n[nH]c3c2CCCC3)cc1
 : 24, 0.9, -0.3, 0.8, -5, 0.9, -1.2, -2, 1, 1, 0.9
> CC(=O)c1ccc(NC(=O)COC(=O)CCC(=O)c2cccs2)cc1
 : 5, 1, -0.3, 1, -6, 0.4, 2.3, 4, -6, -12, 1
> O=C(Nc1cc(Cl)c(O)c(Cl)c1)C1CCCO1 (stereo unspecified)
 : -1, 1, -0.2, 1, 1, -0.2, 1.2, 9, 5, ., 1
> COCCCNC(=O)c1ccc(Cn2c(=O)c3ccccc3n(CC(=O)NCCc3ccc(OC)c(OC)c3)c2=O)cc1
 : 1, 1, -0.1, 1, -1, -1.0, -0.2, 10, 2, -26, 1
> Nc1c(-c2cccs2)cnn1-c1nc(-c2ccc(F)cc2)cs1
 : 2, 1.1, -0.1, 1, 5, -3.1, 5.2, 7, 7, ., 1
> Cc1nc(C)c(C(=O)N/N=C/c2c[nH]c3ccccc23)s1
 : 16, 0.9, -0.2, 0.8, 4, 0.2, -1.0, 8, -1, ., 0.9
> Fc1ccccc1NC(=S)Nc1cccnc1
 : 10, 1, -0.3, 0.9, 0, -0.6, 0.0, -13, 7, -10, 1
> O=C(COC(=O)c1n[nH]c(=O)c2ccccc12)c1ccc(Br)cc1
 : 11, 0.9, -0.2, 0.9, -13, -1.0, 4.9, -4, 15, -15, 0.8
> CCS(=O)(=O)Nc1ccc(C(=O)CC2(O)C(=O)Nc3ccccc32)cc1 (stereo unspecified)
 : -2, 1.1, -0.3, 1, 7, 2.6, 1.4, -9, 0, -20, 1
> CC1CCN(C(=O)Cn2cc(C(=O)C3CC3)c3ccccc32)CC1
 : 7, 1, -0.5, 0.9, 7, 0.1, 1.6, 13, 2, ., 1.1
> O=C(CCC1CCCCC1)NNC(=O)c1cnccn1
 : 27, 0.8, 0.3, 0.7, 39, 0.2, -0.5, 4, -4, -3, 0.8
> COc1ccc(CN(CCO)CCO)cc1[N+](=O)[O-]
 : 2, 1.3, -0.4, 1, -3, 0.1, 1.4, -4, 1, 0, 1.3
> Cc1cccc(-n2c(C)nc3c(cnn3-c3ccc(F)cc3)c2=O)c1
 : 5, 1, -0.3, 0.9, 1, -2.1, 2.4, -9, 4, 12, 0.9
> COc1ccccc1NC(=O)C1=C(C)NC2=C(C(=O)CC(c3ccc(OC)c(OC)c3)C2)C1c1coc2ccccc2c1=O (stereo unspecified)
 : 30, 1.4, -0.3, 0.7, 17, 1.1, 9.8*, -8, 0, 4, 1.3
> COc1ccc(Cl)cc1NC(=O)c1cccnc1
 : 14, 1, -0.3, 0.9, -2, 2.0, 0.3, 3, -2, 9, 1
> Cc1ccc(/C=N/OC(=O)c2nn(C)cc2Cl)cc1
 : 12, 1, 0.0, 0.9, -3, -0.5, 0.0, 6, 1, 1, 1.1
> Nc1nc(CSc2nnnn2-c2ccccc2)nc(N2CCCc3ccccc32)n1
 : 16, 0.9, 0.0, 0.8, 16, 0.8, 2.3, 4, 2, 19, 0.9
> Cc1ccccc1OCC(=O)Nc1ccc2c(c1)OCO2
 : 15, 0.8, -0.1, 0.8, 21, 2.1, 0.0, 0, 6, -5, 0.9
> O=[N+]([O-])c1ccc(O)c(/C=N/NC2=NS(=O)(=O)c3ccccc32)c1
 : 18, 1.3, 0.0, 0.8, -10, -0.1, 5.3, -6, -2, -14, 1
> COc1ccc(-c2nn(C)c3sc(C(=O)NCc4ccco4)cc23)cc1OC
 : 14, 1, -0.2, 0.9, -6, -0.2, 1.2, -5, 5, 33, 0.9
> FC(F)(F)c1nc(NCC2CCCO2)c2nnn(Cc3ccccc3Cl)c2n1 (stereo unspecified)
 : 9, 1, -0.2, 0.9, 6, -2.3, 2.9, -3, 3, -12, 1
> COC(=O)c1cc(C#N)c(N2CC(C)OC(C)C2)nc1C (stereo unspecified)
 : 5, 0.9, -0.3, 0.9, 1, 0.4, 6.0, 1, 4, -5, 0.9
> CN(C)CCN(C(=O)c1ccccc1Cl)c1nc2c(Cl)cccc2s1
 : -7, 1.2, -0.3, 1.1, 9, 0.2, 0.6, 4, 12, 4, 1.1
> O=C(CN1CCCCC1)Nc1ccc(Br)cc1[N+](=O)[O-]
 : 9, 1, 0.2, 0.9, -1, -0.6, 0.2, -5, -6, 6, 0.9
> O=C(NCCN1CCOCC1)c1cc2sccc2n1Cc1ccc(F)cc1
 : 4, 1, -0.2, 1, -4, -2.4, -0.3, -10, 7, -10, 1
> COc1ccc(C(c2c(O)ccc3ccccc23)N2CCOCC2)c(OC)c1 (stereo unspecified)
 : 28, 0.8, 6.4*, 0.7, 60*, -0.2, 0.7, -6, -3, 6, 0.9
> COc1ccc(/C=C/C(=O)Nc2ccncc2)cc1OC
 : ., ., -0.2, ., 3, 0.2, 0.8, -10, 7, 9, .
> O=c1cnnc(Nc2ccccc2F)[nH]1
 : -1, 1, -0.3, 1, -2, -0.4, 0.8, 7, 2, -13, 1.1
> C#CCOCCOCCOCCNc1nc(N2CCN(C(=O)C([C@@H](C)CC)n3cc(C(N)CC(C)C)nn3)CC2)nc(N2CCN(C(=O)[C@H](CCC(=O)O)n3cc(C(N)CC(C)C)nn3)CC2)n1 (stereo partly specified)
 : 36, 1.1, -0.2, 0.6, -4, 0.7, 0.6, 0, 4, 0, 1
> O=C(NCc1ccco1)c1sc2cc(Cl)ccc2c1Cl
 : 28, 1, -0.4, 0.7, -7, 0.8, 1.1, -7, 2, ., 1

Shown with each value named: entries from further up.
canonical_smiles: C#CCOCCOCCOCCNc1nc(N2CCN(C(=O)C([C@@H](C)CC)n3cc(C(N)CC(C)C)nn3)CC2)nc(N2CCN(C(=O)[C@H](CCC(=O)O)n3cc(C(N)CC(C)C)nn3)CC2)n1 (stereo partly specified)
  Diaph inh CS = 36
  PMI act hi M6P = 1.1
  Hsp70 activator = -0.2
  Diaph act CS = 0.6
  Lmaj promast = -4
  DTT redox prof = 0.7
  RAM inhibit = 0.6
  TLR4 MyD88 comp = 0
  G6PDH counter = 4
  S1P3 antag = 0
  PMI act = 1
canonical_smiles: O=C(NCc1ccco1)c1sc2cc(Cl)ccc2c1Cl
  Diaph inh CS = 28
  PMI act hi M6P = 1
  Hsp70 activator = -0.4
  Diaph act CS = 0.7
  Lmaj promast = -7
  DTT redox prof = 0.8
  RAM inhibit = 1.1
  TLR4 MyD88 comp = -7
  G6PDH counter = 2
  S1P3 antag = .
  PMI act = 1
